MCF10A rerep = A quantitative high throughput screen for small molecules that induce DNA re-replication in MCF 10a normal breast cells; MCF 10A DNA re-replication, Hoechst nuclear intensity, 48 h; AID 624296, 2012; Potency, µM (titrated, usually from 46.1 µM), for inactives: top-dose activity, positive = re-replication, hits mostly activators; 2.9% of 350,000 active; note: potency is the fitted concentration of half-maximal effect; % of control where 0% means no effect; nearly all actives have a fitted effect of over 50% in size
ATXN2 expr inh = Primary qHTS for Inhibitors of ATXN expression | HEK-293 ATXN2-luciferase reporter, luminescence, 24 h | Potency, µM (doses to about 57 µM), without a hit: at the top dose activity change, negative = inhibition, most hits filed as inhibitors | 0.72% of 360,000 active | AID 1745845, 2022; note: potency is the fitted concentration of half-maximal effect; % is set by controls: 0 for no effect and ±100 for the full control effect; nearly all actives have a fitted effect of over 55% in size
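qHTS (up to 57 uM final) was run with 24 h compound exposure of reporter cells at 37 °C. Each well was multiplexed: SteadyGlo luminescence measured ATXN2-luciferase expression after a fluorogenic Gly-Phe-AFC viability readout (25 uM final).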
S2 tox = Viability Counterscreen for Primary qHTS for Inhibitors of ATXN expression. S2 cells (HEK-293 line with an ATXN2-luciferase reporter) viability, CellTiter-Fluor protease fluorescence, 24 h. 0.49% of 400,000 active. Potency, µM (top dose mostly 56.7 µM), actives largely listed as cytotoxic; note: potency is the fitted concentration of half-maximal effect; nearly all actives have a fitted effect of over 40% in size
IL1B secr inh = qHTS for Inhibitors of Inflammasome Signaling: IL-1-beta AlphaLISA Primary Screen; THP-1 LPS/ATP IL-1B secretion, AlphaLISA, 16 h; active compounds read low; activity change, % at 57.5 µM; 4.7% of 360,000 active; AID 743279, 2014; in the data active = activity change below about -50%; inconclusive = mostly about -30% to -49%; note: % is set by controls: 0 for no effect and ±100 for the full control effect
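Secreted IL-1B measured by AlphaLISA bead assay after 16 h compound exposure of THP-1 cells; compounds (final up to 57.5 uM) added 1 h before LPS (250 ng/mL) and ATP (1.25 mM) stimulation; lower signal means less secretion.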
KB-V1 cytotox = qHTS assay for MDR1-selective chemotherapeutics: Primary screen using the drug-selected MDR subline cells KB-V1. KB-V1 MDR cells viability, CellTiter-Glo, 72 h. 3.4% of 400,000 active. Potency, µM (highest dose often 46.1 µM), inactives show at the top dose activity change, negative = cytotoxicity, most hits filed as cytotoxic; note: potency is the fitted concentration of half-maximal effect; % is set by controls: 0 for no effect and ±100 for the full control effect; nearly all actives have a fitted effect of over 60% in size
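Cytotoxicity toward P-gp-expressing KB-V1 cells was determined as loss of CellTiter-Glo luminescence after 72 h at 37 degrees C. Compounds were tested in quantitative HTS format across a concentration range, with curves fitted to normalized data.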
KB-3-1 cytotox = qHTS assay for MDR1-selective chemotherapeutics: Primary screen using the parental adenocarcinoma cell KB-3-1 | KB-3-1 viability, CellTiter-Glo ATP luminescence, 72 h | Potency, µM (series often up to 46.1 µM), without a hit: top-dose activity change, negative = cytotoxic, most hits filed as cytotoxic | 1.4% of 400,000 active; note: potency is the fitted concentration of half-maximal effect; % is set by controls: 0 for no effect and ±100 for the full control effect; nearly all actives have a fitted effect of over 60% in size
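Here the drug-naive KB-3-1 line serves as comparator for MDR sub-line selectivity; cells received compound titrations, 72 h at 37 °C, then CellTiter-Glo readout.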
HT1080-NT tox = qHTS for induction of synthetic lethality in tumor cells producing 2HG: qHTS for the HT-1080-NT fibrosarcoma cell line. HT-1080-NT fibrosarcoma viability, CellTiter-Glo ATP luminescence, 48 h. Potency, µM (doses to about 46.1 µM), for the others: top-dose activity, negative = less viability, hits mostly cytotoxic. 1.6% of 360,000 active;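 note: NT is the 2HG producing partner of a matched IDH1 knockdown line; potency is the fitted concentration of half-maximal effect; 0% = DMSO-treated cells and -100% = media-only wells without cells; nearly all actives have a fitted effect of over 55% in size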
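Toxicity toward the 2HG-producing NT line was scored as %Activity, normalised to DMSO and no-cell wells, from CellTiter-Glo luminescence after 48 hours' treatment.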
SW480 rereplic = A quantitative high throughput screen for small molecules that induce DNA re-replication in SW480 colon adenocarcinoma cells; SW480 DNA re-replication, Hoechst DNA content imaging, 48 h; Potency, µM (doses to about 46.1 µM), for inactives: at the highest dose re-replication activation, hits mostly activators; 1.8% of 340,000 active; AID 624297, 2012; note: potency is the fitted concentration of half-maximal effect; % of control where 0% means no effect; nearly all actives have a fitted effect of over 55% in size
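Cells (250 per well) received 23 nL compound or DMSO by pin tool and were kept 48 hr at 37 C, 5% CO2. Nuclei were then stained with Hoechst for 40 min and scanned for DNA content.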
HT1080 IDH1KD tx = qHTS for induction of synthetic lethality in tumor cells producing 2HG: qHTS for the HT-1080-IDH1KD cell line | Potency, µM (top dose mostly 46.1 µM), for the others: at the highest dose activity, negative = toxicity, most hits filed as cytotoxic | AID 686971, 2013 | HT-1080 IDH1 knockdown viability, ATP luminescence, 48 h | 2% of 360,000 active;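 note: potency is the fitted concentration of half-maximal effect; 0% = DMSO wells and -100% = cell-free medium wells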
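Using the IDH1-knockdown HT-1080 line run in the same batch and compound series as the NT line, viability after 48 h at 37 °C was determined by CellTiter-Glo luminescence and expressed as % activity.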
Active calls of the source: *; & = joins results of further samples; [ ] = remark or other dose. Unless noted, calls come from the whole dose curve; as a rule, active = well fitted curve in the direction sought with a large enough effect; inconclusive = small, poorly fitted or top-dose-only effect, or another doubt; inactive = no such curve, though single readings can be large; an effect the other way counts as inactive or inconclusive.

Screening O=C1Cc2ccccc2C(c2ccccc2)N1 (stereo unspecified) returned MCF10A rerep 11%, ATXN2 expr inh -5%, S2 tox inactive, IL1B secr inh 8, KB-V1 cytotox -12%, KB-3-1 cytotox -7%, HT1080-NT tox -20%, SW480 rereplic 7% and HT1080 IDH1KD tx 0%.
CNS(=O)(=O)c1cccc(C(=O)NCC2(N3CCCCC3)CCCCC2)c1 was read as MCF10A rerep 4%, ATXN2 expr inh 2%, S2 tox inactive, IL1B secr inh -1, KB-V1 cytotox 8%, KB-3-1 cytotox 4%, HT1080-NT tox 13%, SW480 rereplic -7% and HT1080 IDH1KD tx -2%.
Screening CCOc1ccc(NC(=O)Cn2c(=O)n(CC3CCCO3)c(=O)c3ccccc32)cc1 (stereo unspecified) returned MCF10A rerep 4%, ATXN2 expr inh -13%&6%, S2 tox inconclusive, IL1B secr inh -10, KB-V1 cytotox -13%&-10%, KB-3-1 cytotox -8%&11%, HT1080-NT tox 0%, SW480 rereplic -6% and HT1080 IDH1KD tx -4%.
Screening COc1ccccc1CN1CC(C(=O)NCC2CCCO2)CC1=O (stereo unspecified) returned MCF10A rerep 9%, ATXN2 expr inh -3%, S2 tox inactive, IL1B secr inh 11, KB-V1 cytotox -6%, KB-3-1 cytotox -1%, HT1080-NT tox 0%, SW480 rereplic 4% and HT1080 IDH1KD tx 12%.
Screening O=C(c1ccc2nccnc2c1)N1CCCC(Nc2ccc(F)c(F)c2)C1 (stereo unspecified) returned MCF10A rerep 0%, ATXN2 expr inh 10%, S2 tox inactive, IL1B secr inh 44, KB-V1 cytotox 1%, KB-3-1 cytotox 8%, HT1080-NT tox 24%, SW480 rereplic inconclusive and HT1080 IDH1KD tx 12%.
`Cc1ccc(CN2CCCn3nc(C(=O)NCCc4ccccc4C)cc3C2=O)cc1` gave ATXN2 expr inh 11%, S2 tox inactive, KB-V1 cytotox 13% and KB-3-1 cytotox 3%.
Screening CCOC(=O)c1oc2ccccc2c1NC(=O)c1cccs1 returned MCF10A rerep 18%, ATXN2 expr inh -10%, S2 tox inactive, IL1B secr inh -3, KB-V1 cytotox 8%, KB-3-1 cytotox -3%, HT1080-NT tox 22%, SW480 rereplic 0% and HT1080 IDH1KD tx -4%.
For COc1ccc(-n2cnc3cc(NC(=O)c4ccco4)ccc32)cc1 the results were MCF10A rerep 18%, ATXN2 expr inh 17%, S2 tox inactive, IL1B secr inh -24, KB-V1 cytotox 16µM*, KB-3-1 cytotox inconclusive, HT1080-NT tox 13%, SW480 rereplic 12% and HT1080 IDH1KD tx -15%.
Screening CC(C)(c1ccccc1)c1ccc(OCCCN2CCNCC2)cc1 returned MCF10A rerep inconclusive, ATXN2 expr inh -30%, S2 tox inconclusive, IL1B secr inh -80*, KB-V1 cytotox -28%, KB-3-1 cytotox inconclusive, HT1080-NT tox -5%, SW480 rereplic inconclusive and HT1080 IDH1KD tx 21µM*.
Screening CCc1ccc(S(=O)(=O)NCCc2cn3ccsc3n2)s1 returned MCF10A rerep 0%, ATXN2 expr inh 4%, S2 tox inactive, IL1B secr inh -11, KB-V1 cytotox 3%, KB-3-1 cytotox -3%, HT1080-NT tox 17%, SW480 rereplic 3% and HT1080 IDH1KD tx 6%.
For Cc1nnc(SCC(=O)Nc2ccc(N3CCOCC3)cc2)o1 the results were MCF10A rerep 0%, ATXN2 expr inh -39%, S2 tox inactive, IL1B secr inh -21, KB-V1 cytotox 4%, KB-3-1 cytotox -1%, HT1080-NT tox 0%, SW480 rereplic -1% and HT1080 IDH1KD tx 13%.
`Cc1cc(C)c2sc(N(CCCN(C)C)C(=O)COc3ccc(Cl)cc3)nc2c1` gave MCF10A rerep inconclusive, ATXN2 expr inh inconclusive, S2 tox inconclusive, IL1B secr inh -102*, KB-V1 cytotox inconclusive, KB-3-1 cytotox -9%, HT1080-NT tox inconclusive, SW480 rereplic inconclusive and HT1080 IDH1KD tx inconclusive.
`c1ccc(C[C@H]2COc3c4ccccc4nn32)cc1` gave IL1B secr inh -10, KB-V1 cytotox inconclusive, KB-3-1 cytotox -12%, HT1080-NT tox 9% and HT1080 IDH1KD tx 3%.
`Clc1cccc(OCCCN2CCCC2)c1Cl` gave MCF10A rerep 17%, S2 tox inactive, IL1B secr inh -13, KB-V1 cytotox -4%, KB-3-1 cytotox -8%, HT1080-NT tox 0%, SW480 rereplic -2% and HT1080 IDH1KD tx -13%.
`Fc1cccc(Cl)c1C1Nc2cccc3cccc(c23)N1` gave MCF10A rerep 14%, S2 tox inconclusive, IL1B secr inh -5, KB-V1 cytotox inconclusive, KB-3-1 cytotox -7%, HT1080-NT tox -1%, SW480 rereplic 8% and HT1080 IDH1KD tx -3%.
O=C(CC1SC(=O)N(c2ccccc2)C1=O)Nc1ccccc1 (stereo unspecified) was read as MCF10A rerep -4%, ATXN2 expr inh 1%, S2 tox inactive, IL1B secr inh 18, KB-V1 cytotox 2%, KB-3-1 cytotox -2%, HT1080-NT tox 0%, SW480 rereplic 1% and HT1080 IDH1KD tx inconclusive.
COc1ccc(C2=CC(c3ccc(OC)c(OC)c3)NC(=S)N2)cc1 (stereo unspecified) was read as MCF10A rerep -2%, ATXN2 expr inh -4%, S2 tox inactive, IL1B secr inh 13, KB-V1 cytotox 4%, KB-3-1 cytotox 6%, HT1080-NT tox 7%, SW480 rereplic 14% and HT1080 IDH1KD tx 1%.
c1ccc2c(c1)OCC(c1nnc3sc(-c4cnccn4)nn13)O2 (stereo unspecified) was read as MCF10A rerep -21%, ATXN2 expr inh 4%, S2 tox inactive, IL1B secr inh -2, KB-V1 cytotox 16%, KB-3-1 cytotox 16%, HT1080-NT tox 8%, SW480 rereplic 3% and HT1080 IDH1KD tx -4%.
Cc1ccccc1-c1noc(-c2ccc(N3CCCCC3)c([N+](=O)[O-])c2)n1 was read as ATXN2 expr inh -3%, S2 tox inactive, KB-V1 cytotox 1% and KB-3-1 cytotox 12%.
For CCCCCC(=O)N1CCCCC1 the results were MCF10A rerep -2%, ATXN2 expr inh 4%, S2 tox inactive, IL1B secr inh 9, KB-V1 cytotox 30%, KB-3-1 cytotox 11%, HT1080-NT tox 23%, SW480 rereplic -6% and HT1080 IDH1KD tx 16%.
`COC(=O)C[C@@H]1CC[C@H](NC(=O)Nc2ccc(OC)cc2)[C@@H](CO)O1` gave IL1B secr inh -57*, KB-V1 cytotox 10%, KB-3-1 cytotox inconclusive, HT1080-NT tox 14% and HT1080 IDH1KD tx 20%.
CN(C(=O)CC1C(=O)NCCN1C/C=C/c1ccccc1)C1CCOCC1 (stereo unspecified) was read as MCF10A rerep 1%, ATXN2 expr inh -7%, S2 tox inactive, IL1B secr inh 6, KB-V1 cytotox -7%, KB-3-1 cytotox 9%, HT1080-NT tox -5%, SW480 rereplic 2% and HT1080 IDH1KD tx 13%.
c1ccc(CCn2nnnc2C(c2cccnc2)N2CCN(c3nc4ccccc4s3)CC2)cc1 (stereo unspecified) was read as MCF10A rerep 10%, ATXN2 expr inh inconclusive, S2 tox inconclusive, IL1B secr inh -64*, KB-V1 cytotox inconclusive, KB-3-1 cytotox -11%, HT1080-NT tox -13%, SW480 rereplic -19% and HT1080 IDH1KD tx -17%.
Screening CCOc1ccc(CCNC(=O)c2cc3c(=O)oc4ccc(C)cc4c3s2)cc1OCC returned ATXN2 expr inh 9%, S2 tox inactive, KB-V1 cytotox inconclusive and KB-3-1 cytotox 2%.
For O=C(COC(=O)c1cccnc1Cl)c1cccc(Cl)c1 the results were MCF10A rerep -1%, IL1B secr inh 0, KB-V1 cytotox -1%, KB-3-1 cytotox -4%, HT1080-NT tox 3%, SW480 rereplic -20% and HT1080 IDH1KD tx 2%.
Cc1cc(NS(=O)(=O)c2ccc(Cl)cc2)nn1CC(=O)NCc1ccco1 was read as MCF10A rerep 4%, ATXN2 expr inh -6%, S2 tox inactive, IL1B secr inh 7, KB-V1 cytotox 1%, KB-3-1 cytotox -4%, HT1080-NT tox 9%, SW480 rereplic -2% and HT1080 IDH1KD tx 15%.
For Cc1c(Cc2ccccc2)c(=O)oc2c(C)c(OCc3nn[nH]n3)ccc12 the results were MCF10A rerep 14%, ATXN2 expr inh -9%, S2 tox inactive, IL1B secr inh 21, KB-V1 cytotox 29%, KB-3-1 cytotox 18%, HT1080-NT tox 5%, SW480 rereplic 2% and HT1080 IDH1KD tx 5%.
Screening Cc1cc2c(ccc3c2no[n+]3[O-])nn1 returned MCF10A rerep inconclusive, ATXN2 expr inh -17%, S2 tox inactive, IL1B secr inh -10, KB-V1 cytotox 13%, KB-3-1 cytotox 10%, HT1080-NT tox 4%, SW480 rereplic 1%[9.22 µM] and HT1080 IDH1KD tx 10%.
CC(NC(=O)c1ccccc1Cl)C(=O)Nc1ccc2c(c1)OCO2 (stereo unspecified) was read as MCF10A rerep -1%, ATXN2 expr inh 24%, S2 tox inactive, IL1B secr inh -12, KB-V1 cytotox -18%, KB-3-1 cytotox 15%, HT1080-NT tox 2%, SW480 rereplic 0% and HT1080 IDH1KD tx 20%.

Of the compounds above, these contain fluorine.
Screening O=C(c1ccc2nccnc2c1)N1CCCC(Nc2ccc(F)c(F)c2)C1 (stereo unspecified) returned MCF10A rerep 0%, ATXN2 expr inh 10%, S2 tox inactive, IL1B secr inh 44, KB-V1 cytotox 1%, KB-3-1 cytotox 8%, HT1080-NT tox 24%, SW480 rereplic inconclusive and HT1080 IDH1KD tx 12%.
`Fc1cccc(Cl)c1C1Nc2cccc3cccc(c23)N1` gave MCF10A rerep 14%, S2 tox inconclusive, IL1B secr inh -5, KB-V1 cytotox inconclusive, KB-3-1 cytotox -7%, HT1080-NT tox -1%, SW480 rereplic 8% and HT1080 IDH1KD tx -3%.

High-throughput results (PubChem)
